# mcGAS MS inh – inhibitors of Mus musculus cyclic GMP-AMP synthase, initial high-throughput assay, cell-free, RapidFire MS; 0.18% of 130,000 active; inhibition, % at 12.5 µM; Q8C6L5; recombinant mouse cGAS, cGAMP by RapidFire MS;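 active means inhibition of cGAS enzyme activity at or above 60%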;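 further: enzyme stimulated by 45 bp dsDNA with ATP and GTP substrates; cGAMP share of summed cGAMP plus half ATP and half GTP signals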
# Target sequence (Q8C6L5 whole entry, looked up): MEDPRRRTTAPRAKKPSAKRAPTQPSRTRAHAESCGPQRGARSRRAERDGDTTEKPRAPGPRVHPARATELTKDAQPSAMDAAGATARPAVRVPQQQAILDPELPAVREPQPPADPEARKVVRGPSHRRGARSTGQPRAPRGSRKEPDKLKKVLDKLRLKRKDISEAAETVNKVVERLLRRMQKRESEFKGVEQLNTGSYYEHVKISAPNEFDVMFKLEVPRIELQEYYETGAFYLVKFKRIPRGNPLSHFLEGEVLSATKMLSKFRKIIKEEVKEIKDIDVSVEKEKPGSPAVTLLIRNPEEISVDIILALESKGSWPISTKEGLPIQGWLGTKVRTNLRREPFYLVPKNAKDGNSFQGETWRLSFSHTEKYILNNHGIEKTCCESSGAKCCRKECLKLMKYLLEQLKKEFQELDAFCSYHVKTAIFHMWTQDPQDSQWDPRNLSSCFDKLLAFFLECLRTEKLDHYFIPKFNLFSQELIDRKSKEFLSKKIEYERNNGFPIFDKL
# The depositor's hits bear a star; & = joins results of further samples.
# Preview, five compounds:
SMILES,mcGAS MS inh
Cc1cc(Nc2ncc(Cl)cc2Cl)n(-c2ccccc2C)n1,1
Cc1cc(N2CC(O)C2)nc(N2CC(O)C2)c1C#N,-7
Cc1noc(C)c1C(C)C(=O)Nc1cc(-n2cccc2)ccc1F (configuration not stated),-9
CCc1nnc(-c2cccc(OCc3cccnc3)c2)o1,-3
O=C(Cc1ccc(-c2ccccc2)cc1)Nc1cccc2c1OCCO2,-17

# All compounds of this part, previewed entries included:
SMILES,mcGAS MS inh
Cc1cc(Nc2ncc(Cl)cc2Cl)n(-c2ccccc2C)n1,1
Cc1cc(N2CC(O)C2)nc(N2CC(O)C2)c1C#N,-7
Cc1noc(C)c1C(C)C(=O)Nc1cc(-n2cccc2)ccc1F (configuration not stated),-9
CCc1nnc(-c2cccc(OCc3cccnc3)c2)o1,-3
O=C(Cc1ccc(-c2ccccc2)cc1)Nc1cccc2c1OCCO2,-17
CNc1cc(-c2ccccc2)ncn1,-4
O=C1CN(/N=C\c2ccc(-c3ccc([N+](=O)[O-])cc3)o2)C(=O)N1,-7&4
C=CCn1nnc(NC(=O)c2ccc(C)c(Cl)c2)n1,-4
O=S(=O)(c1cccnc1)N1CC[C@@H](c2ccc3c(c2)OCO3)[C@H](O)C1,-8
CCN(CCn1cccn1)CC1CCC(N)CC1 (configuration not stated),-4
Cc1ccc(NC(=O)c2cc(=O)c(OCc3ccc(F)cc3)c[nH]2)cc1Cl,-3
C=CCN1Cc2ccccc2-c2ccccc2C1,7
CN(C(=O)Nc1ccccc1N1CCOCC1)C1CCc2ccccc21 (configuration not stated),15
CCOc1ccnc(NCc2csc(N)n2)n1,-6
CC(NC(=O)Cc1nn[nH]n1)C1=CCCCC1 (configuration not stated),20
COc1ccc(F)cc1C(C)Nc1cncc(Cl)n1 (configuration not stated),0
COCC1(C(=O)N2CCN(CC3CCCO3)CC2)CCC1 (configuration not stated),-13
OCC(Nc1cc(C(F)(F)F)ccn1)c1ccccc1 (configuration not stated),-4
COc1ccc(CNC(=O)c2sc(=O)n(Cc3ccccc3OC(C)=O)c2C)cc1,-7
O=S(=O)(c1ccc(I)cc1)N1CCSC1c1ccccc1 (configuration not stated),-7

# 7 of the compounds above, with bars between the fields:
structure | mcGAS MS inh
CNc1cc(-c2ccccc2)ncn1 | -4
O=C1CN(/N=C\c2ccc(-c3ccc([N+](=O)[O-])cc3)o2)C(=O)N1 | -7&4
C=CCn1nnc(NC(=O)c2ccc(C)c(Cl)c2)n1 | -4
O=S(=O)(c1cccnc1)N1CC[C@@H](c2ccc3c(c2)OCO3)[C@H](O)C1 | -8
CCN(CCn1cccn1)CC1CCC(N)CC1 (configuration not stated) | -4
Cc1ccc(NC(=O)c2cc(=O)c(OCc3ccc(F)cc3)c[nH]2)cc1Cl | -3
C=CCN1Cc2ccccc2-c2ccccc2C1 | 7

# Next results:
SMILES,mcGAS MS inh
CCn1ncc(-c2cccnc2OC)c1C(=O)OC,-9
CCc1cn[nH]c1C1CCN(c2cc(C(C)C)nc(C(F)(F)F)n2)CC1,-17
Fc1cccc(C2CCCCN2Cc2nc(-c3cnccn3)no2)c1 (configuration not stated),-3
Cc1cc(C(=O)N(Cc2ccccn2)c2nc3c(F)cc(F)cc3s2)nn1C,-4
COc1ccc(-c2cc(-c3ccc(OC)cc3)c(C#N)c(SCc3ccccc3C)n2)cc1,-9
CC(C)c1c(C(=O)N2CCC(C(N)=O)CC2)cnn1-c1ccc(F)cc1,-8
CCCCn1nnc(-c2nc(N3CCOCC3)nc(N3CCOCC3)n2)n1,-2
N#Cc1ccccc1OCC(=O)Nc1cccc(F)c1,-4
O=C(c1ccc[nH]1)N1CCC(c2[nH]ncc2-c2ccccc2)CC1,-8
COc1cc(OC)cc(C(NS(=O)(=O)N2CC(C)OC(C)C2)c2nccn2C)c1 (configuration not stated),-11
Cc1noc(C)c1S(=O)(=O)N1CCCC2(CC1)CN(C)C(=O)O2 (configuration not stated),-17
CCCS(=O)(=O)C(C)C(=O)Nc1cccc(-c2nccc(C)n2)c1 (configuration not stated),-1
Cc1cccc2[nH]c(C3CCCN3C(=O)C3=NNC(=O)CC3)nc12 (configuration not stated),-15
Cc1ccc(-c2nccc(C(F)(F)F)n2)c(-n2cccn2)c1,-40
CCCCC(=O)Nc1c(C)nc2ccc(C)cn2c1=O,27
CCn1c(CN2CC[C@@H](c3sccc3C)[C@H](O)C2)nc2ccccc21,-48
C=NC(C(=O)NC1C(=O)N2C1SC(C)(C)C2C(=O)O)c1ccccc1 (configuration not stated),-7&4
COC(=O)c1ccccc1OC1C=C(C)C(=O)O1 (configuration not stated),-3
Cc1nc(C(=O)O[C@@H]2CCN(Cc3ccccc3)C2)c2n1CCCC2,42
Cc1ccc(-c2nc(CC(=O)NC3CCS(=O)(=O)c4ccccc43)cs2)cc1 (configuration not stated),11

# Quoted from the listing.
# mcGAS MS inh, `COC(=O)c1ccccc1OC1C=C(C)C(=O)O1` (configuration not stated) is entered as -3
# mcGAS MS inh, `Cc1nc(C(=O)O[C@@H]2CCN(Cc3ccccc3)C2)c2n1CCCC2` is entered as 42
# mcGAS MS inh, `C=NC(C(=O)NC1C(=O)N2C1SC(C)(C)C2C(=O)O)c1ccccc1` (configuration not stated) is entered as -7&4
# mcGAS MS inh, `COc1cc(OC)cc(C(NS(=O)(=O)N2CC(C)OC(C)C2)c2nccn2C)c1` (configuration not stated) is entered as -11
# mcGAS MS inh, `CCn1c(CN2CC[C@@H](c3sccc3C)[C@H](O)C2)nc2ccccc21` is entered as -48
# mcGAS MS inh, `N#Cc1ccccc1OCC(=O)Nc1cccc(F)c1` is entered as -4
# mcGAS MS inh, `Fc1cccc(C2CCCCN2Cc2nc(-c3cnccn3)no2)c1` (configuration not stated) is entered as -3

# Next part:
SMILES,mcGAS MS inh
CC(C)c1nccn1CCCNC(=O)c1ccc(-c2ccc(N)nc2)nc1,-8
CCC1CN(Cc2ccc(CN(C)S(C)(=O)=O)o2)CCN1C(C)C (configuration not stated),-40
CCC(C(=O)Nc1c(C)nc2ccc(C)cn2c1=O)c1ccccc1 (configuration not stated),7
CN(c1cccc(O)c1)S(=O)(=O)c1ccc2c(c1)OCCCO2,-15
Cc1cc(C(F)(F)F)c(C#N)c(SC(C)C(=O)N2CCNC2=O)n1 (configuration not stated),-1
CCc1nccn1C1CCCN(C(=O)c2ccc3nncn3c2)C1 (configuration not stated),-8
CC(=O)N1CCN(C(=O)CSCc2nc3ccccc3s2)CC1,4
COC(=O)[C@@H]1CCCN1C(=O)c1cnn(-c2ncc(C)c(-c3ccc(F)cc3)n2)c1-c1cccs1,4
CCC/C=C/c1ccc(NC2CC2)nn1,-26
CCOC(=O)N1CCC(NC(=O)c2cc(COc3ccccc3SC)on2)CC1,-4
COc1ccc(CN2CCN(CCN3C(C)CCC3C)CC2)c(Cl)c1 (configuration not stated),-6
CC(Sc1nnc2sc3ccccc3n12)C(=O)NCc1cccs1 (configuration not stated),-12
C=C(Cl)CN1CCC(CN2CCCC2)CC1,-3
FC(F)(F)CCc1ccnc(NCC2CCOCC2)n1,-1
COCCN(C)C(=O)C1CCCc2ccn(CC3CC3)c21 (configuration not stated),3
CCOC(=O)C1CCN(C(=O)c2cn(C)nc2OC)CC1,-17
CCCN1C(=O)c2ccccc2N(CC(=O)N(C)CC2OCCO2)C(=O)C1Cc1ccccc1 (configuration not stated),-6
CCCCCCCC(C)=NN1C(=O)CSC1=S,-7
CC1CCc2c(sc3nc(-c4ccc(N(C)C)cc4)nc(N4CCNCC4)c23)C1 (configuration not stated),-7
CN1CCCC2(CC1)CCN(C(=O)CCc1ccccc1F)CC2,-44
O=C(/C=C/c1ccccc1Cl)NCC1CCN(C(=O)COc2ccccc2)CC1,-7
CCO[C@H]1[C@H](NC(=O)CN2CCCC2=O)c2ccccc2C12CCNCC2,-19
CC1(C)CC(NS(=O)(=O)c2ccc(F)c(C(F)(F)F)c2)CC(C)(C)N1,-9
COc1cc(OC)c(C(=O)CCCCN2CCC3(CC2)NC(=O)NC3=O)cc1NS(=O)(=O)c1ccc(C(F)(F)F)cc1,-3
Fc1ccc(-c2nc(-c3cccs3)no2)cc1,-16
Cc1ccc(Oc2ccc(Cl)cc2NC(=O)c2cnc(C)cn2)cc1,-2
O=C(NCc1ccccn1)Nc1cc(F)c(N2CCCC2)c(F)c1,-3
CCOc1ccc(C(c2c(O)cc(C)n(CC)c2=O)N2CCCCC2)cc1 (configuration not stated),-9
CCc1nc(SCC(=O)NCC2(O)C3CC4CC(C3)CC2C4)n[nH]1 (configuration not stated),-5
COc1cc(CNCCCN2CCc3ccccc32)cc(Cl)c1O,-12
O=C(NCCN1CCn2cc(OCc3ccccc3)c(=O)cc2C1=O)c1ccc[nH]c1=O,-6
COc1ccc(C(=O)CCC(=O)N2CCCC(Nc3cccc(F)c3)C2)cc1 (configuration not stated),-3
Cc1cccn2c(=O)nc(SCC(=O)N3CC(C)OC(C)C3)nc12 (configuration not stated),-4
CCC(C)(C)NS(=O)(=O)c1cc(Br)cnc1N,-5
CSc1ccc(C=CC(=O)c2ccc3c(c2)OCCO3)cc1,49
O=C(CCn1c2c(c3ccccc31)CCCC2)NN=Cc1cccc(O)c1,-7
O=C(Cc1cc2c(cc1Cl)OCCO2)N1CC[C@H](CO)[C@H](O)C1,-40
COC(=O)Cc1c(C(=O)OC)sc(N)c1C#N,-5
COc1ccc(N=C(N(C)C)P(=O)(N(C)C)N(C)C)cc1,-36
C=C(C)COc1ccccc1C(=O)N1CCC(c2ccncc2)CC1,-23

# Reformatted with bars between the fields: part of the list above.
molecule | mcGAS MS inh
CN1CCCC2(CC1)CCN(C(=O)CCc1ccccc1F)CC2 | -44
COC(=O)Cc1c(C(=O)OC)sc(N)c1C#N | -5

# Further structures follow:
SMILES,mcGAS MS inh
Cc1cc(NC(=O)Cn2cnc3c2c(=O)n(C)c(=O)n3C)no1,-1
CN(C(=O)CSc1nnc(Cc2ccccc2)n1C)c1ccccc1,3
CC(Nc1ccc(Cl)c(F)c1)C(=O)N(C)CC(=O)NC1CC1 (configuration not stated),-2
OCCc1ccccc1-n1ccnc1-c1cccc(F)c1F,-3
CCOC(=O)c1sc(-c2cccc([N+](=O)[O-])c2)cc1NC(=O)c1cccnc1Cl,-1
COc1ccc(F)c(CN2CCCC3(CCN(c4cc(OC)ncn4)C3)C2=O)c1 (configuration not stated),-7
Cc1oc2ccccc2c(=O)c1C(=O)c1cccs1,-11
COc1ccc(N(C)S(=O)(=O)C2Cc3ccccc3C2)cc1OC,-8
CN(Cc1ccccc1)c1nc2c(c(=O)[nH]c(=O)n2C)n1Cc1ccccc1F,-4
Cn1ccn2ncc(C(=O)N(Cc3ccc4c(c3)OCO4)C3CC3)c12,-11
COCC(=O)N1CCN(C(C(=O)NCCC(C)C)C2CCCC2)CC1 (configuration not stated),-2
CC1(C(=O)NS(C)(=O)=O)CCN1C(=O)c1ccc(C2CCCCC2)cc1 (configuration not stated),-4
CC1(NC(=S)Nc2ccccn2)CCS(=O)(=O)C1 (configuration not stated),-18
O=C(CCn1cnc2ccccc21)NN=Cc1ccc(O)cc1,-7
Cc1ccc(C(NC(=O)C(=O)c2cccn2C)c2ccncc2)cc1 (configuration not stated),3
Cc1cc(Nc2ccc3c(n2)C(=O)N(CC(=O)NC(C)C)C3)n(C)n1,7
O=C1C(N2CCCC2c2ccc3c(c2)OCCO3)CCN1CC(F)(F)F (configuration not stated),-4
Cc1ccc(NC(=O)CN2CSCC2=O)cc1OCC(F)F,-4
CC(C)(CNC(=O)C1CC2(CCNCC2)CN1)N1CCc2ccccc2C1 (configuration not stated),3
O=C(NCC1CCCN(Cc2ccsc2)C1)c1ccc(-c2ccccc2)cc1 (configuration not stated),-3
Cc1cc(NCCSc2nnnn2C)nc(N2CCOCC2)n1,-9
N=c1sccn1CC(=O)Nc1ccccc1,-8
COc1cccc(C(=O)N(C)C2CCC(C)CC2)c1O (configuration not stated),-5
Cc1c(C(C)NC(=O)Cc2ccn(C)c2)cnn1-c1ccccn1 (configuration not stated),-1
CC(=O)Cn1c(=O)c2c(nc3n(-c4cccc(Cl)c4)c(C)cn23)n(C)c1=O,-1
CC(=O)N1CCC2(CCC(N3CCC(Cn4cccn4)CC3)CC2)CC1,-2
CC(Sc1ncn[nH]1)C(=O)NCc1ccc(Cl)cc1 (configuration not stated),-2
CCCN(CC(=O)NC(=O)NC1CCCCC1)Cc1ccccc1O,-8
CCN(Cc1nnnn1C1CC1)c1cc(C)ccc1C,-9
CC(C)N(C(=O)COc1cccc2c1CCNC2=O)C(C)C,-8
CCOC(=O)C1=C(c2ccc(OC)cc2)NC(=O)NC1c1ccc(Cl)cc1 (configuration not stated),6
O=c1[nH]cnc2c1oc1ccccc12,2
Cc1noc(C)c1C(c1ccccc1)S(=O)(=O)c1ccccc1 (configuration not stated),2
CCOC(=O)C1CCN(C(=O)CC2CSc3nc(C(C)C)cc(=O)n32)CC1 (configuration not stated),-8
COc1cc(C(=O)Nc2ccccc2N2CCC(C)CC2)cc(OC)c1OC,-25
CC(C)(C)Oc1ccc(NC(=O)NCCc2ccc(O)cc2)cc1,-2
Cc1sc2ncnc(NCCOCCO)c2c1C,-9
CC(C)c1nnc(CCC(=O)N(c2ccc(Cl)cc2)C(C)C)o1,-2
Cc1ccc(Cl)cc1NC1=NC2CS(=O)(=O)CC2S1 (configuration not stated),10
CCC(C)n1c(-c2cccc(S(=O)(=O)N3CCOCC3)c2)n[nH]c1=S (configuration not stated),8
O=[N+]([O-])c1cc(O)c(N=Cc2ccc[nH]2)cc1Cl,11
COc1cccc2c1OCC(C(=O)N(C)CC1(CO)CCOCC1)C2 (configuration not stated),-5
Cc1ocnc1C(=O)N1C[C@H]2OC(=O)N(CCc3cccc(Cl)c3)[C@H]2C1,-16
O=C(Cn1ncc(=O)c2ccccc21)Nc1ccccc1,-6
c1coc(CCn2ccnc2-c2cnc(N3CCCC3)s2)c1,-8
O=C(c1ccccc1)N1CCCC(N2CCN(c3ccc(F)cc3)CC2)C1 (configuration not stated),-4

# Bioassay records from PubChem BioAssay.

# Not all compounds are listed; count on the stated rates, not on these rows.
